C8 TRAIL sens: sensitizes caspase-8 expressing cells to TRAIL. NB7+C8 cells + TRAIL, ATPlite viability luminescence. inhibition (viability loss, TRAIL sensitization), % at 10 µM. 360,000 tested, 1% active. AID 624354;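 active = compounds causing at least 50% loss of cell viability in the single-dose screen, relative to plate controls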
NR2F2 inh: inhibitors of human COUP-TFII (NR2F2). P24468. HEK293T NGFI-A luciferase reporter, luminescence. inhibition, % at 8.6 µM. 370,000 tested, 0.7% active;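 active = inhibition above a per-plate cutoff, mean inhibition of test wells between control levels plus 3 SD, cut at about 38% in these data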;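 also: cells cotransfected with COUP-TFII expression vector driving the NGFI-A reporter; 0% = median of COUP-TF2 test wells and 100% = reporter-only cells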
SRC3 inh: human NCOA3 inhibition; Q9Y6Q9; HEK293 GAL4-SRC3 luciferase reporter, luminescence; inhibition, % at 3.6 µM; 360,000 tested, 0.17% active; AID 588352;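 active = inhibition above a per-campaign cutoff, the mean of all compounds plus 3 SD, cut at about 60% in these data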;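 also: 0% = DMSO-treated cells and 100% = gossypol-treated cells at 36 µM; higher means less SRC3-driven luciferase light from the GAL4 reporter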
Target sequence (Q9Y6Q9 whole entry, looked up, the tested form may be a part): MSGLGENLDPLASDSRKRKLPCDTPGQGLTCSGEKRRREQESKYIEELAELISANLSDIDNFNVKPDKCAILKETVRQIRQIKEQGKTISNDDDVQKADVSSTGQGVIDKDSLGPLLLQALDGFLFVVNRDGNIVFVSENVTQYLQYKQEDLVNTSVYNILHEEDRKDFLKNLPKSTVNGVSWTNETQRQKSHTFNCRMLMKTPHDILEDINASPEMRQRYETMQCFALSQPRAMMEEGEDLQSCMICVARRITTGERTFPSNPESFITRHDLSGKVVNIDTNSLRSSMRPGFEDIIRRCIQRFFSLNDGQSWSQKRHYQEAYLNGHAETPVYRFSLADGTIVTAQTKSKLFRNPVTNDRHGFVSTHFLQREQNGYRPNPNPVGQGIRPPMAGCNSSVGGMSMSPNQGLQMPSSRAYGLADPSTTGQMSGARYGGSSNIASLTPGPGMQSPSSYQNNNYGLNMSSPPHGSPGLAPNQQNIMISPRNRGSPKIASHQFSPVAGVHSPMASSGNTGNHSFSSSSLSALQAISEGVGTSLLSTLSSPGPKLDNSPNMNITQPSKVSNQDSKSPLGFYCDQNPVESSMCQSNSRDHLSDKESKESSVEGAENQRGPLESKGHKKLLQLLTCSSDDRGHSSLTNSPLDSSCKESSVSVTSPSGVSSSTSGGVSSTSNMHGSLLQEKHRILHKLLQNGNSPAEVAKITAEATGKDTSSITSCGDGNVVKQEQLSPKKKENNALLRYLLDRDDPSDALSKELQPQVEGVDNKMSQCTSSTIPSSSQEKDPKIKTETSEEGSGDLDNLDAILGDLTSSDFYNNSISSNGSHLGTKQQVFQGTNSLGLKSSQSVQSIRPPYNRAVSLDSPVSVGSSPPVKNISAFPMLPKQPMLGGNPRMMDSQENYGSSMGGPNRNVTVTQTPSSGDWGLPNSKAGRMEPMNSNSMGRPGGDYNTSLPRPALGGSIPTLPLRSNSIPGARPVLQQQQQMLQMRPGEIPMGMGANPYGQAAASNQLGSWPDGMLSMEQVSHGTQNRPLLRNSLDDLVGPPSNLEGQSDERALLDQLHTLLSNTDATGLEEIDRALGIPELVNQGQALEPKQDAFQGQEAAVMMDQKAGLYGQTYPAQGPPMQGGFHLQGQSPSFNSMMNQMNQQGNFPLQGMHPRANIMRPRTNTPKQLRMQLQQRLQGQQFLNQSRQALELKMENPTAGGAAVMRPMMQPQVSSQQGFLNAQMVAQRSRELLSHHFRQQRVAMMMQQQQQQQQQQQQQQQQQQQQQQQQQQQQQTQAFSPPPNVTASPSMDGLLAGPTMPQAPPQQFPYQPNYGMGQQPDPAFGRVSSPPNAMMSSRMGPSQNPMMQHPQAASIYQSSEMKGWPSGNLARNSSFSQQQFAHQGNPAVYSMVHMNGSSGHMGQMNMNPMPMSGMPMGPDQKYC
TROY signal inh: blocks TROY-dependent signaling in reporter cells; inhibition, % at 10 µM; Q293 LMP1-TROYcd NF-kB luciferase reporter, 4 h; 360,000 tested, 0.98% active;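 active = compounds whose plate-normalised and pattern-corrected inhibition of the luciferase reporter signal at the single screening dose is 50% or more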
CF NFkB block: cystic fibrosis NF-kB activation inhibition | 360,000 tested, 0.86% active | KKLEB NF-kB-GFP reporter, PAF-induced, GFP fluorescence overnight | inhibition, % at 5 µM;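 active = at least 50% inhibition at 5 µM, scaled per plate between neutral and stimulator controls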;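 also: PAF is a Pseudomonas aeruginosa culture filtrate used as stimulus; plate controls were PAF-stimulated DMSO wells for no effect and unstimulated DMSO wells for full effect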
NCOA2 inhibitor: inhibits human steroid receptor coactivator 2; HEK293 GAL4-SRC2 luciferase reporter, luminescence; 370,000 tested, 0.17% active; AID 651957; inhibition, % at 9 µM;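 active = inhibition above the mean inhibition of all tested compounds plus 3 SD, set per campaign, cut at about 52% in these data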;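 also: 0% = DMSO treated cells and 100% = cells given Gossypol at 36 µM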
SRC1 inh: inhibitors of human steroid receptor coactivator 1 (SRC1); Q15788; HEK293 GAL4-SRC1 luciferase reporter, luminescence; inhibition, % at 3.6 µM; 360,000 tested, 0.12% active; AID 588354;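 active = inhibition above the campaign mean plus 3 SD, with each screening campaign given its own cutoff, cut at about 60% in these data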;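 also: 0% = DMSO treated cells and 100% = gossypol at 36 µM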
EBV LMP1 NFkB: inhibitors of Epstein-Barr LMP1-induced NF-kappaB reporter | LMP1-induced NF-kappaB luciferase reporter cells, luminescence | inhibition, % at 12.5 µM | 350,000 tested, 0.69% active | AID 504558; in the data active = inhibition above about 41%; inconclusive = no clear call, values can overlap the other calls;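 also: 0% = neutral control wells and 100% = reference inhibitor control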
KKLEB cytotox: counter-screen for CF NF-kB inhibitors: cytotoxicity | KKLEB CF airway cells viability, ATPlite luminescence, overnight; stronger effect = lower value; cells stimulated with P. aeruginosa culture filtrate | activity change (cytotoxicity), % at 5 µM | 360,000 tested, 0.36% active | AID 602141;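 active = corrected activity change at or below -50% at 5 µM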
TWEAK-Fn14 inh: blocks TWEAK-Fn14 interaction in a reporter cell assay; TWEAK-stimulated Fn14 reporter cells, luciferase luminescence, 8 h; inhibition, % at 10 µM; 360,000 tested, 2% active; AID 1159606; in the data active = inhibition above about 50%
NR5A2 inv ag: suppresses constitutive activity of human LRH-1; O00482; HEK293T StAR-luciferase reporter, LRH-1 transfected, 24 h; inhibition, % at 3.6 µM; 360,000 tested, 0.13% active;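 active = inhibition above the mean inhibition of all tested compounds plus 3 SD, cut at about 73% in these data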;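 also: 0% = DMSO wells and 100% = reporter-only cells lacking LRH-1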
Starred values were filed as active, the others as inactive; ? = inconclusive; / = not tested or not shown.

SMILES	C8 TRAIL sens	NR2F2 inh	SRC3 inh	TROY signal inh	CF NFkB block	NCOA2 inhibitor	SRC1 inh	EBV LMP1 NFkB	KKLEB cytotox	TWEAK-Fn14 inh	NR5A2 inv ag
Cc1ccc(CNCC(=O)Nc2cccc(S(=O)(=O)NC3=NCCCCC3)c2)cc1	2	2	2	-6	-2	5	2	7	-8	7	-8
CCCOc1ccc(/C(O)=C2/C(=O)C(=O)N(CCCn3ccnc3)C2c2cccs2)cc1 (stereo not drawn)	-5	-7	6	1	3	14	-4	2	0	-10	-16
Nc1cc(N)nc(SCc2ccccc2)n1	-10	-36	-75	-9	-4	-55	-93	-22	2	2	-79
CN(CC1CCCN(CCc2ccc(Cl)cc2)C1)C(=O)CC(F)(F)F (stereo not drawn)	-8	0	13	-12	14	-31	-7	6	-1	-1	-10
COC(=O)CSc1nnc(C)n1-c1ccc(C)cc1	-6	13	20	-18	-3	15	-16	4	-9	-4	8
CC(=O)Nc1ccc(NC(=O)CCn2cnnn2)cc1	-4	-2	16	9	3	13	-15	3	-1	39	-7
CCn1ncc([N+](=O)[O-])c1C(=O)Nc1ccc(C(=O)N2CCCCC2)cc1	13	-16	12	-4	-15	18	2	4	8	-14	7
O=C(Cc1ccccc1)N1CCN(S(=O)(=O)c2ccc([N+](=O)[O-])cc2)CC1	-7	11	11	0	2	-9	-17	0	4	-5	3
CCc1cc2c(=O)c(-c3nc4ccccc4n3C)coc2c(CN2CCOCC2)c1O	0	-1	-1	-4	-2	2	-16	-6	-12	3	-14
C[C@H]([C@H](O)c1ccccc1)N(C)C(=O)CN	-14	5	-8	5	-14	3	-4	2	18	0	-2
CC(=O)Nc1ccc(NC2=Nc3ccccc3N3C2=Nc2c(c(C)nn2-c2ccccc2)C3c2ccccc2)cc1 (stereo not drawn)	72*	0	15	27	3	0	2	?	15	96*	3
COc1ccc(Nc2cc(C(=O)NCCCOC(C)C)c3ccccc3n2)c(OC)c1	2	6	6	13	12	8	-13	7	3	14	10
O=C(CC12CC3CC(CC(Br)(C3)C1)C2)NCc1ccccc1	-1	6	-11	13	5	9	-15	-7	2	15	1
CC(C)(C)N(NS(=O)(=O)c1ccc(F)cc1)c1ccccc1	-7	2	-9	-12	-3	0	-7	-6	2	0	10
CC1CCCN(C(=O)COC(=O)c2cc(Br)ccc2O)C1 (stereo not drawn)	0	-27	-46	-36	-26	-16	-9	-3	4	-1	-21
CCNC(=O)Nc1cc(S(=O)(=O)N2CCOCC2)ccc1N1CCCCC1	-5	11	-1	-3	-3	-18	1	-6	-12	0	10
CCCCCN(C(=O)CCC(=O)OCc1ccc(Cl)cc1Cl)c1c(N)n(CCCC)c(=O)[nH]c1=O	-9	7	-7	12	20	-4	3	0	-4	16	-19
CC(OC(=O)c1oc2ccccc2c1COc1ccccc1)C(N)=O (stereo not drawn)	-6	-7	5	-3	-3	-7	1	0	-4	-8	-6
COCCSc1nnc(NC(=O)C2CC(=O)N(C3CCCC3)C2)s1 (stereo not drawn)	-3	-2	1	11	0	19	1	-3	-9	7	18
Cc1onc(COc2ccccc2O)c1Br	-13	-2	6	-17	1	-25	-9	1	6	-2	-13
O=C(O)CSC(=S)N1CCCC1	-5	3	-9	1	-15	-14	1	-12	8	18	4
COC(=O)c1sc(NC(=O)c2csc3c2CCCC3)nc1C	17	-33	-50	-13	11	-29	-90	-18	1	42	-80
CCc1c(C)nc2[nH]nc(NC(=O)C(F)(F)F)n2c1=O	-4	0	11	0	7	7	2	-2	5	8	-10
O=c1[nH]c(-c2ccccc2)ncc1Oc1ccccc1	-16	20	14	4	-13	3	-5	/	7	6	3
CCOc1ccc(NC(=O)Cc2c(C(=O)O)n(C)c3ccccc23)cc1	-8	13	4	8	0	-5	-5	-5	-5	22	10
CCN(C(=O)C1CCCN(c2nc(-c3ccc(OC)cc3)no2)C1)c1ccccc1F (stereo not drawn)	-10	10	2	11	-6	9	-5	3	12	30	13
Cc1cc(C)c2[nH]c(=O)c(CN(CC3CCCO3)C(=S)NCc3ccco3)cc2c1 (stereo not drawn)	2	-20	-12	0	26	-26	-4	11	-14	43	21
CCc1ccc(N2CC34C=CC(O3)C(C(=O)OC(C)C)C4C2=O)cc1 (stereo not drawn)	-5	22	12	-3	-5	7	-3	-3	9	5	1
CC(=O)c1ccc(NC(=O)CC(NCCC2=CCCCC2)C(=O)O)cc1 (stereo not drawn)	6	-15	-19	-9	-45	-8	-19	9	4	-12	-18
Cc1ccc(/C=C/C(=O)Nn2cnnc2)cc1	6	12	17	-12	18	-11	-10	-31	-10	57*	7
COc1ccc(NC(=O)C2CC(=O)N(C(C)C)C2)cc1 (stereo not drawn)	5	0	24	-7	1	-20	4	-1	7	-2	5
CCOc1ccc2cc(S(=O)(=O)N3CCOCC3)ccc2c1	0	-19	15	-3	-7	-26	-27	-10	-24	2	2
CC(C)(C)n1nnnc1C(c1ccccc1)N1CCN(c2ccccn2)CC1 (stereo not drawn)	-6	21	/	-18	/	-3	/	/	/	6	11
COc1ccc(S(=O)(=O)N2Cc3ccccc3CC2C(=O)N2CCOCC2)cc1OC (stereo not drawn)	-7	6	-1	-8	8	-8	2	-6	-4	3	8
Cc1ccc(N2CCC3CC2c2cc(-c4ccc(C(F)(F)F)cc4)ccc23)cc1 (stereo not drawn)	6	7	8	-13	12	6	-12	2	-17	18	12
CCc1cccc(C)c1NC(=O)CSc1nnc(-c2ccco2)n1N	26	-6	-10	0	8	0	-3	4	16	3	-14
Cc1cc(NC(=O)/C=C/c2ccco2)ccc1NC(=O)c1ccccc1	2	7	4	0	0	12	-1	-20	8	1	-5
Cc1cc2oc(=O)cc(CN3CCN(S(=O)(=O)/C=C/c4ccccc4)CC3)c2cc1C	16	-1	13	2	7	1	7	-2	8	-6	-2
CC1CCN(c2ccc(C(=O)Nc3nnc(C4CC4)s3)cc2[N+](=O)[O-])CC1	5	3	-9	-34	-22	3	-20	-12	6	-67	-17
Cc1ccc(-c2csc(-c3cc(C)on3)n2)cc1	22	-14	-29	-75	13	-17	-16	-23	-7	-23	-45

Three entries out of the list, sorted by molecular weight, smallest number first:
SMILES	C8 TRAIL sens	NR2F2 inh	SRC3 inh	TROY signal inh	CF NFkB block	NCOA2 inhibitor	SRC1 inh	EBV LMP1 NFkB	KKLEB cytotox	TWEAK-Fn14 inh	NR5A2 inv ag
Cc1ccc(/C=C/C(=O)Nn2cnnc2)cc1	6	12	17	-12	18	-11	-10	-31	-10	57*	7
CCc1c(C)nc2[nH]nc(NC(=O)C(F)(F)F)n2c1=O	-4	0	11	0	7	7	2	-2	5	8	-10
CCOc1ccc(NC(=O)Cc2c(C(=O)O)n(C)c3ccccc23)cc1	-8	13	4	8	0	-5	-5	-5	-5	22	10

(next part)
SMILES	C8 TRAIL sens	NR2F2 inh	SRC3 inh	TROY signal inh	CF NFkB block	NCOA2 inhibitor	SRC1 inh	EBV LMP1 NFkB	KKLEB cytotox	TWEAK-Fn14 inh	NR5A2 inv ag
CCn1c(CNC(=O)c2ccc(OC)c(OC)c2)nnc1SCC(=O)Nc1ccc(OC)cc1	-14	12	-3	4	-15	-2	0	-10	7	21	10
COc1ccc2nc(-c3ccccc3)cc(C(=O)OCC(=O)N3CC(C)OC(C)C3)c2c1 (stereo not drawn)	12	6	-3	-3	-30	0	-9	5	4	-5	-2
C/C=C\C(=O)Nc1cccc(C2=NOC3(C2)C[C@H](C(N)=O)N(C(=O)Cc2ccc([N+](=O)[O-])cc2)C3)c1 (stereo partly drawn)	3	-2	-24	11	-31	5	-20	1	12	-4	1
COc1ccc(S(=O)(=O)Nc2cccnc2)c(C)c1C	6	-20	7	-2	-1	32	-10	-6	5	12	-3
COc1ccc(N2CCN(C(=O)c3ccc(SC)cc3OC)CC2)cc1	3	6	2	-3	-5	25	1	1	4	9	-12
Cc1ccc(OCC(=O)Nc2ccc3oc(=O)ccc3c2)cc1C	-4	1	2	-11	-3	-20	4	3	-15	-5	7
CCOc1ccc(N2C(=O)CC(N(Cc3ccco3)C(=O)CCC(=O)O)C2=O)cc1 (stereo not drawn)	-7	8	-20	2	11	-5	7	-6	-10	3	-3
c1coc(-c2cc3nc(NCc4ccc5c(c4)OCO5)ccn3n2)c1	2	2	-44	-20	-12	-22	-27	/	7	4	-36
Cc1cnc(NC(=O)c2cncc(Br)c2)s1	24	-38	-87	-63	-25	-42	-80	25	8	20	-83
CC(C(=O)Nc1ccccc1)c1ccc(-c2ccccc2)c(F)c1 (stereo not drawn)	15	/	21	35	-6	/	16	10	-5	17	33
CN(CC(=O)Nc1ccccc1Cl)CC(=O)Nc1sc2c(c1C(N)=O)CCC2	7	11	-8	-8	-20	2	-9	9	4	-25	2
CC(=O)N/C(=C\c1cccc([N+](=O)[O-])c1)C(=O)NC1CCCCC1	-1	-5	1	27	10	-28	-21	0	3	40	-11
COCc1[nH]nc2c1C(c1sccc1C)C(C#N)=C(N)O2 (stereo not drawn)	2	1	-11	-10	6	-1	-9	7	-2	18	-7
CCOC(=O)COc1cccc2c(=O)n(CC(=O)NCc3ccccc3)ccc12	16	-41	12	15	24	0	-4	8	1	-2	39
CC(C)(C)n1ncc2c(=O)n(CC(=O)N3CCc4ccccc43)cnc21	9	5	17	60*	-2	-33	10	-19	-4	59*	22
COc1ccc(/C=C(\C#N)C(=O)Nc2cc(C)c(Cl)cc2OC)cc1O	18	-11	-7	10	5	-46	-36	-11	-8	-8	14
O=C(COC(=O)CNS(=O)(=O)c1ccc(Br)cc1Cl)Nc1ccc(N2CCOCC2)cc1	7	-19	1	6	-3	-8	-3	0	0	9	9
O=C(CCNS(=O)(=O)c1cccc2nonc12)NCCc1ccc(Cl)cc1	-4	0	-8	1	2	-2	-23	-11	5	-15	14
COc1ccc(/C=N/NC(=O)c2ccc(F)cc2)cc1CN1CCc2cc(OC)c(OC)cc2C1C (stereo not drawn)	2	6	-5	0	8	-9	-22	7	-3	-18	3
COc1ccccc1N1CCN(C(=O)C2CCN(S(=O)(=O)c3ccccc3F)CC2)CC1	-6	1	-26	2	10	-14	-15	5	12	8	11
CCC(=O)c1ccc(O)cc1	-3	4	-31	-4	19	4	-11	-1	1	1	3
CCCCn1ccnc1C	0	-7	-2	-6	-5	-13	-7	-2	13	0	-11
CCOc1ccc(NS(=O)(=O)c2cc(C)c(C)cc2C)cc1	-1	12	11	12	4	9	-31	11	-21	0	0
NNC(=O)C1COc2cc3ccccc3cc2O1 (stereo not drawn)	-9	10	-10	13	-29	-24	5	-2	-1	8	13
CCCCC1(C)OC(=O)C(=Cc2ccc(SC)cc2)C(=O)O1 (stereo not drawn)	7	3	7	-7	7	6	7	-1	-14	-9	-7
Cc1occc1C(=O)NCc1ccc2c(c1)OCO2	-1	-12	1	-6	6	-14	-2	4	0	-7	25
COc1ccc(OCCSc2ncccn2)cc1	9	-53	-102	-69	3	-63	-89	-13	-20	21	-131
C/C(=N\NC(=S)NC1CCCCC1)c1cccc(Br)c1	-6	-2	0	45	-12	-9	2	-13	7	39	-4
CCOc1ncccc1C(=O)Nc1ccc(C)c(S(=O)(=O)N2CCCCCC2)c1	8	-3	27	28	8	-19	-22	9	-5	63*	11
CC1(C)Cc2sc3c(=O)[nH]c(=S)[nH]c3c2CO1	10	1	-4	17	27	6	-17	1	-8	-10	-9

Assay outcomes from PubChem BioAssay.
